Screening results from PubChem.
Gli-Sufu antag: blocks Gli-Sufu signaling in a luciferase reporter. Sufu-KO-LIGHT fibroblasts, Gli luciferase reporter luminescence. inhibition, % at 5 µM. 340,000 tested, 0.74% active. AID 588413;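 active = inhibition above about 55%, limit read from the data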;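 also: 0% = DMSO-treated cells and 100% = wells with medium but no cells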
GRIN3A LBD mod: NR3A (human) ligand-binding domain modulation; Tm shift relative to glycine control, % at 25 µM; NR3A LBD differential scanning fluorimetry, Tm shift; 0% = protein alone, 100% = glycine-bound protein; 340,000 tested, 2.5% active;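 active = melting temperature shift of at least 10% of the positive control shift, at one fixed dose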
APOBEC3G inh: blocks human APOBEC3G single-stranded DNA deamination; 330,000 tested, 0.28% active; inhibition, % at 20 µM; recombinant A3G, ssDNA deamination FAM/TAMRA fluorescence; Q9HC16; AID 493012;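 active = inhibition of at least 40% at 20 µM, with no more than 30% in the related APOBEC3A deaminase screen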;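 also: plate controls were DMSO wells with A3G for no effect and wells lacking A3G enzyme for full effect; some compounds called inactive have numbers as strong as hits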
CCR6 antag: CCR6 (human) receptor antagonism | P51684 | CHO-K1 CCR6 PathHunter beta-arrestin, luminescence, CCL20-stimulated | inhibition, % at 20 µM | 340,000 tested, 0.49% active;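 active = compounds whose inhibition of the agonist-driven luminescence signal at 20 µM reaches about 50%, limit read from the data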;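 also: cells stimulated with CCL20 at 14 nM final; plate controls were DMSO with CCL20 for no effect and DMSO without agonist for full effect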
CXCR6 block: CXCR6 (human) receptor inhibition; inhibition, % at 20 µM; 360,000 tested, 0.36% active; AID 602244; CHO-K1 PathHunter CXCR6 beta-arrestin, luminescence; in the data active = inhibition above about 34%, passing the limit was not always enough;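 also: antagonist mode with CXCL16 agonist at 10 nM final; 0% = 10 nM CXCL16 with DMSO and 100% = unstimulated wells without agonist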
Target sequence (O00574 whole entry, looked up): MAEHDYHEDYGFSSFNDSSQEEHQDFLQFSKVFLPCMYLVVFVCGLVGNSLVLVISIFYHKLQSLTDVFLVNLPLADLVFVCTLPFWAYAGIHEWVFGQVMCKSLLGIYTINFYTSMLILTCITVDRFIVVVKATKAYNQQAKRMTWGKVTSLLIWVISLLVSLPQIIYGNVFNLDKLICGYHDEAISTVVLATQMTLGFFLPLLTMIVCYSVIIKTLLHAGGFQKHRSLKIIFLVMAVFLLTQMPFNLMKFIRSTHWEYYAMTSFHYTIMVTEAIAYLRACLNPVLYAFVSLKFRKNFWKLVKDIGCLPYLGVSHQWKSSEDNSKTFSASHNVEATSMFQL
MPTP block: permeability transition pore inhibition; isolated mouse mitochondria, Ca2+ swelling absorbance, 30 min; inhibition, % at 10 µM; 360,000 tested, 1.4% active; AID 602449;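 active = inhibition of 50% or more, scaled per plate between neutral and stimulator controls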;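 also: 0% = DMSO wells given calcium and 100% = 1 mM EGTA wells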
APOBEC3A inh: blocks human APOBEC3A ssDNA deamination | P31941 | recombinant A3A, FAM/TAMRA ssDNA deamination fluorescence | 330,000 tested, 0.41% active | inhibition, % at 20 µM;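 active = at least 40% inhibition at 20 µM here, with at most 30% in a related deaminase screen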;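 also: plate controls were A3A with DMSO for no effect and wells lacking A3A enzyme for full effect; some results filed as inactive read as strong as hits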
Target sequence (P31941 whole entry, looked up): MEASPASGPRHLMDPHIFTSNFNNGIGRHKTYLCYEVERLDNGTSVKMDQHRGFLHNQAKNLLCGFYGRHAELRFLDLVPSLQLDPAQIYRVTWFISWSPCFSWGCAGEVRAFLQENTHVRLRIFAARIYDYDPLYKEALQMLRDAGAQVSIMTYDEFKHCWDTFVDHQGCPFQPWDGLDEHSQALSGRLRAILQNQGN
EBI2 block: blocks human EBI2 receptor beta-arrestin signaling. EBI2 beta-arrestin recruitment, luminescence, 7a,25-OHC stimulated. 360,000 tested, 0.81% active. P32249. inhibition, % at 5 µM; in the data active = inhibition above about 38%;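 also: enzyme fragment complementation signal reports receptor beta-arrestin coupling in cells; 0% = agonist plus DMSO wells and 100% = wells without agonist; some results beyond the cut were filed as inactive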
Target sequence (P32249 whole entry, looked up, the tested form may be a part): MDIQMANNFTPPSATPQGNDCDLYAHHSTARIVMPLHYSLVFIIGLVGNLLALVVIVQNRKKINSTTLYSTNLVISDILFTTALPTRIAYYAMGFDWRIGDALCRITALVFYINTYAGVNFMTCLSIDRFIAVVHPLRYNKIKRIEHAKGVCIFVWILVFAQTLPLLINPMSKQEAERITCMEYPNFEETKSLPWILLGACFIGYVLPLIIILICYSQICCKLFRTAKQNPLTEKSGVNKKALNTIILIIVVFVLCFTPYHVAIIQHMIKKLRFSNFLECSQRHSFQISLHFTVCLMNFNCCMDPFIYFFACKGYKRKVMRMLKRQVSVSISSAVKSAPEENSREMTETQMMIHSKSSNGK
Starred values were filed as active, the others as inactive; x = no result given.

Fields – Gli-Sufu antag, GRIN3A LBD mod, APOBEC3G inh, CCR6 antag, CXCR6 block, MPTP block, APOBEC3A inh, EBI2 block
1) CC(=O)Oc1cc2c(cc1Cl)C1(CC(c3ccccc3Cl)O2)CC(C)(C)NC(=S)N1 (centres undefined)
 : 4, -6, -6, 21, 18, -1.3, -4, 9
2) CC(=O)N1c2ccc(S(=O)(=O)N3CCCCC3)cc2CC1C (centres undefined)
 : -13, 1, -4, -5, 8, -0.5, -6, -1
3) O=C(CSc1ccc(/C=N/NC(=O)c2cccc(F)c2)o1)Nc1ccccc1
 : -2, 12*, -5, -2, 11, 0.3, 0, 4
4) COc1ccc(OC)c(NC(=O)C(CC(=O)O)Cc2ccc(Cl)cc2)c1 (centres undefined)
 : -5, -1, -5, 10, -2, -0.6, -4, 6
5) c1ccc(-c2cc(-c3ccccc3)n3ncnc3n2)cc1
 : -9, -6, -1, 17, 2, -0.4, 0, 3
6) Cc1ccc(C(=O)NCCCN2CCOCC2)cc1N1CCCC1=O
 : -2, 0, 3, -5, -1, -1.3, -1, -12
7) CCOc1cc(C(=S)N2CCOCC2)ccc1OS(=O)(=O)c1ccccc1[N+](=O)[O-]
 : 3, 2, -4, 13, 1, 1.7, -1, 3
8) CC(C)[C@H](NC(=O)c1ccccc1Cl)C(=O)OCc1cc(=O)n2cc(Br)ccc2n1
 : 5, 1, 6, -9, -7, -0.5, 11, -7
9) COc1cc(-c2nnn(CC(=O)NC3CCS(=O)(=O)C3)n2)ccc1OCc1ccccc1 (centres undefined)
 : -31, 1, -6, -9, -10, -0.6, -2, -7
10) COc1ccc(Cn2nnnc2CN(CCCN2CCOCC2)Cc2cc3cc(OC)ccc3[nH]c2=O)cc1
 : -11, 0, -7, 8, 1, -4.2, -1, -1
11) Cc1nnc2c(Oc3ccccc3)nc3ccccc3n12
 : -15, -4, -6, -5, -2, -4.5, -6, 4
12) O=c1[nH]c(CSc2ccccc2)nc2c1oc1ccccc12
 : 1, -1, -2, 2, -25, 2.9, 4, 1
13) COc1cc(/C=N/NC(=O)CSCc2ccc([N+](=O)[O-])cc2)cc(OC)c1OC
 : 10, -2, 0, -9, 2, 0.6, 1, -5
14) Cn1c2c(c(=O)n(C)c1=O)C1c3ccccc3OCC1C(C)(C)O2 (centres undefined)
 : -6, -2, -6, -5, 3, 0.0, -3, -6
15) Cc1ccc2nc(NC(=O)CSCC(=O)OCC(=O)c3ccc(Br)cc3)sc2c1
 : 26, 0, -2, 10, 1, 2.2, 0, 16

Next section:
Fields – Gli-Sufu antag, GRIN3A LBD mod, APOBEC3G inh, CCR6 antag, CXCR6 block, MPTP block, APOBEC3A inh, EBI2 block
16) Cc1ccc(C(=O)OCC(=O)NCC2COc3ccccc3O2)cc1 (centres undefined)
 : -2, 0, -6, 11, -3, -0.7, -3, -8
17) Cc1cc2ccccn2c1C(=O)Nc1ccc(Cl)cc1
 : -26, -11, -3, -4, -6, -0.3, -3, 2
18) Fc1cccc(Cl)c1-c1nnc2ccc(C(F)(F)F)cn12
 : -4, -1, -3, 6, 3, -0.5, -2, -14
19) C/C(=N\NC(=O)C1COc2ccccc2O1)c1ccc(Cl)s1 (centres undefined)
 : -6, -2, 13, 4, 7, 1.1, -2, 7
20) CN1c2ccsc2C(O)=C(C(=S)Nc2ccccc2)S1(=O)=O
 : -2, 1, -2, 0, 6, -1.8, -2, -2
21) O=C(NCc1ccco1)c1cc2n(n1)C(C(F)(F)F)CC(c1ccc(F)cc1)N2 (centres undefined)
 : 0, -2, -4, 2, 0, -0.1, -3, -2
22) COC(=O)C1CCN(CC(=O)Nc2ccc(C(=O)Nc3ccccc3OC)cc2)CC1
 : -7, -1, -10, 9, -11, 0.3, -1, -5
23) COc1ccc(N(CCC#N)S(=O)(=O)c2cccc3nsnc23)cc1
 : -1, 1, 3, 5, 4, 0.6, 6, -3
24) COc1ccc(NC(=O)C2CCN(S(C)(=O)=O)CC2)cc1OC
 : 1, 0, -4, 0, -2, 0.2, -4, -5
25) O=c1c2ccccc2nc(SCc2nnc(-c3ccccc3Br)o2)n1-c1ccccc1
 : 5, 1, -4, 28, 14, 3.8, -1, 2
26) COc1ccc(C2=NN(C(=O)CN3CCCCC3)C(c3ccc(OC)cc3)C2)cc1 (centres undefined)
 : 19, -1, -3, 19, 1, 2.5, 1, 2
27) COc1ccc(C2C(=O)NN=C2C)cc1 (centres undefined)
 : -7, 1, x, -3, 6, 0.7, x, -15
28) COCCN(C(=O)CSc1nc2ccccc2o1)c1c(N)n(Cc2ccccc2)c(=O)[nH]c1=O
 : 0, -1, -10, 4, 1, -0.3, -6, -3
29) O=C(CN1CCC(C(=O)O)CC1)Nc1ccccc1Oc1ccccc1
 : 5, 1, -11, 8, -2, 1.3, -3, -11
30) Cc1cc(C)c2cc(C#N)c(NCCOC(=O)c3ccccc3C)nc2c1
 : 10, 1, -5, 7, -1, 0.8, -2, 11

31. CCCC(=O)Nc1ccc(N2CCN(C(=O)c3cc4ccccc4o3)CC2)cc1
32. Cn1cc(C(=O)OCC2CCN(CCNS(C)(=O)=O)CC2)c2ccccc21
33. C=CCN(CC=C)C(=O)CN1C(=O)c2ccccc2C1=O
34. O=C(COC(=O)/C=C/c1ccc(OC(F)F)cc1)Nc1ccc(S(=O)(=O)N2CCCC2)cc1
35. O=C(Nc1ccccc1)C1=C(O)CC(c2ccc(Cl)cc2)N2CCN=C12 (centres undefined)
36. CCN(CC)c1nc(N)n(CCSC(=S)N(C)C)c(=O)n1
37. C=C(C)CSc1nnc2n(Cc3ccccc3)c(=O)c3c4c(sc3n12)CCC4
38. C[C@H](CO)N1C[C@H](C)[C@@H](CN(C)Cc2ccncc2)Oc2c(NC(=O)c3ccncc3)cccc2C1=O

Screen / compound no.	31	32	33	34	35	36	37	38
Gli-Sufu antag	-2	-1	-9	-6	0	2	9	4
GRIN3A LBD mod	0	1	0	3	-9	0	0	-1
APOBEC3G inh	1	1	-6	3	-5	0	x	-3
CCR6 antag	1	9	-2	17	21	1	-4	9
CXCR6 block	-4	2	-8	-5	12	6	6	-4
MPTP block	0.6	-0.9	-1.9	4.9	-0.2	1.7	-2.0	-0.4
APOBEC3A inh	-1	3	1	3	-2	2	x	-4
EBI2 block	10	-4	3	16	24	-2	4	2

Overlap with the part before: three compounds, followed by the next part.
36. CCN(CC)c1nc(N)n(CCSC(=S)N(C)C)c(=O)n1
37. C=C(C)CSc1nnc2n(Cc3ccccc3)c(=O)c3c4c(sc3n12)CCC4
38. C[C@H](CO)N1C[C@H](C)[C@@H](CN(C)Cc2ccncc2)Oc2c(NC(=O)c3ccncc3)cccc2C1=O
39. CCN(CC)C(=O)c1[nH]cnc1C(=O)NCC(=O)OCc1ccccc1
40. O=C(CN1CCN(S(=O)(=O)c2ccc(Cl)c(Cl)c2)CC1)N1CCCCC1
41. Cc1cccc(NC(=O)c2onc3c2CCCC3)n1
42. COc1ccc(CN2CCC(Oc3ccc(C(=O)NCc4ccccn4)cc3)CC2)c(F)c1
43. COc1ccc(-n2c(C)cc(C(=O)Cn3c(NCCO)nc4ccccc43)c2C)cc1
44. CCCn1c(C(O)c2ccc(C)cc2)nc2ccccc21 (centres undefined)
45. CNS(=O)(=O)c1cn(CC(=O)NCc2cccc(OC)c2)cc1S(=O)(=O)NC
46. Cc1cc(NC(=O)CSc2nc3ccccc3c(=O)n2CCCC(=O)NCc2ccccc2)n[nH]1

Screen / compound no.	36	37	38	39	40	41	42	43	44	45	46
Gli-Sufu antag	2	9	4	4	5	-56	19	1	0	-12	1
GRIN3A LBD mod	0	0	-1	-3	-2	4	1	1	-3	-1	0
APOBEC3G inh	0	x	-3	-7	-5	-2	0	-12	-10	-4	-9
CCR6 antag	1	-4	9	5	-6	1	11	6	18	-3	0
CXCR6 block	6	6	-4	-4	-7	-4	7	3	0	4	6
MPTP block	1.7	-2.0	-0.4	0.6	-0.6	1.9	0.2	0.4	0.4	0.5	-0.9
APOBEC3A inh	2	x	-4	-1	1	-1	1	-4	0	-1	-4
EBI2 block	-2	4	2	-14	-10	4	-2	0	3	-4	-11

47. CCC(=O)c1ccc(OC(=O)C2CCN(C3=NS(=O)(=O)c4ccccc43)CC2)cc1
48. COC(=O)c1ccccc1NC(=O)CSc1[nH]c(=O)cc(C)c1C#N
49. CC1(C)C(=O)Nc2ccccc2N1C(=O)CN1C(=O)NC(CCc2ccccc2)C1=O (centres undefined)
50. CN(C)CCCNc1ncnc2c1cnn2-c1ccccc1
51. COc1cc(CNCc2ccco2)cc(OC)c1O
52. O=C(C1CCC(=O)N(C2CC2)C1)N1CCN(c2ccc(Cl)cc2)CC1 (centres undefined)
53. CSCCC(NC(=O)c1ccc(Cl)cc1Cl)C(=O)OC(C)C(=O)NCc1ccco1 (centres undefined)
54. O=[N+]([O-])c1ccc2nc(-c3ccncc3)[nH]c2c1

Screen / compound no.	47	48	49	50	51	52	53	54
Gli-Sufu antag	32	5	-5	-19	-5	34	1	-20
GRIN3A LBD mod	0	-36	0	2	-1	1	1	1
APOBEC3G inh	-12	-4	-7	1	-6	-4	1	0
CCR6 antag	11	8	11	0	8	3	23	8
CXCR6 block	8	7	1	9	-2	-11	4	-4
MPTP block	-0.2	-1.4	-1.3	-0.7	0.9	-1.0	-1.1	3.2
APOBEC3A inh	-3	2	6	1	-4	-7	6	-4
EBI2 block	-11	-6	-14	-2	-5	-10	6	-9

55. Cc1ccc(S(=O)(=O)N2CCCCC2)cc1NC(=O)c1nn(C)c(=O)c2ccccc12
56. COc1ccc(CNC(=O)C(C)n2nc(C)n3c(cc4occc43)c2=O)cc1 (centres undefined)
57. Cc1cc(OCc2cccc(Cl)c2)c(C)cc1CN1CCOCC1
58. CCC(=O)Nc1ccc(-c2ccc(N3CCN(C)CC3)nn2)cc1
59. CCCCC(=O)NC(Nc1cc(C)ccn1)(C(=O)OCC)C(F)(F)F (centres undefined)
60. COc1ccc(C(=O)N2CCNC(=O)C2CC(=O)Nc2cccc(Cl)c2Cl)cc1 (centres undefined)
61. O=C(CCc1nc(-c2ccc(Cl)cc2)no1)NCC1CCCO1 (centres undefined)
62. C=C(C)c1cccc(C(C)(C)NC(=O)NNC(=O)c2ccccc2O)c1

Screen / compound no.	55	56	57	58	59	60	61	62
Gli-Sufu antag	11	-7	-16	-12	x	-7	23	1
GRIN3A LBD mod	2	0	-2	-2	x	-2	0	-1
APOBEC3G inh	-7	-5	0	2	-1	7	-13	-2
CCR6 antag	3	13	18	-4	3	10	4	2
CXCR6 block	8	-6	1	2	-7	-6	2	1
MPTP block	-2.7	0.6	5.0	0.1	-3.4	0.0	-2.4	1.1
APOBEC3A inh	-2	-7	5	-1	0	0	2	-4
EBI2 block	-2	-20	9	2	-7	-12	3	-6
